NTR1 agonist: agonists of NTR1, primary screen, imaging, U2OS cells, beta-arrestin-GFP, high content (AID 493036) | NTR1-U2OS beta-arrestin-GFP spot imaging, agonist mode | activation, % at 20 µM | actives 0.17% (n = 330,000);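 active means activation at or above 40% of the spot to cytoplasm intensity ratio, with at least 20 cells analyzed; inconclusive means wells under 20 cells, flagged as cytotoxic or low count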;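 further: 0% = DMSO without peptide and 100% = 100 nM NTR1 peptide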
Target sequence (P30989 whole entry, looked up): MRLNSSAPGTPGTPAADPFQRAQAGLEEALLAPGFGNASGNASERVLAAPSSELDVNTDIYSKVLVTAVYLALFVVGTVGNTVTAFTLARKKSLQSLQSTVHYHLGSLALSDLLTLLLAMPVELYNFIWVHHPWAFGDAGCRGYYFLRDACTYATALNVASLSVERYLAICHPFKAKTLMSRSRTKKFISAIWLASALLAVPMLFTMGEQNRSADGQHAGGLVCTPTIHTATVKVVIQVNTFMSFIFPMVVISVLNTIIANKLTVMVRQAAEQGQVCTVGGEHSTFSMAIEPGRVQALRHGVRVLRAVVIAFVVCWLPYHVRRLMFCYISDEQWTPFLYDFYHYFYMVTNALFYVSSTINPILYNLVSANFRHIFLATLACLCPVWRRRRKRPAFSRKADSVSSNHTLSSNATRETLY
RSV antiviral HEp-2: RSV antiviral activity via CPE protection, HEp-2 cells, primary 10 µM value included (AID 2391); HEp-2 cells, RSV-induced CPE inhibition; higher % means a stronger effect; one-dose CPE inhibition, % at 10 µM; IC50 in µM for titrated hits; actives 0.13% (n = 310,000); in the data active means a potency from the dose series; inconclusive means CPE inhibition mostly from about 23% at the one dose, without a potency; inactive means the rest, 99 in 100 with CPE inhibition below about 21%; further: strong numbers were not always called active
UTI89 phage lysis: inhibition of K1F phage lysis, E. coli UTI89, bacterial capsule biogenesis inhibitors, alamar blue (AID 488966). inhibition, % at 100 µM; hits with a dose series show IC50 in µM. E. coli UTI89 K1F phage lysis, alamar blue, 2 h; higher % means a stronger effect. actives 0.02% (n = 340,000);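 active means phage lysis inhibition, versus mean bacterial control, above a set limit; inconclusive means no clear call, values can overlap the other calls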;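 further: capsule biogenesis inhibitors block K1F phage lysis so surviving cells raise fluorescence; higher fluorescence means more inhibition of phage lysis; actives were called in the ten point dose series up to 300 µM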
MgcRacGAP inhibition: MgcRacGAP GTPase-activating activity inhibitors, confirmation, biochemical, ADP Hunter fluorescence | one-dose inhibition, % at 30 µM; IC50 in µM for titrated hits | AID 624330, 2012 | Rac GTPase-activating protein 1 (Homo sapiens) | actives 0.6% (n = 340,000) | MgcRacGAP-stimulated Rac1 GTP hydrolysis, ADP Hunter fluorescence; higher % means a stronger effect; GST-tagged Rac1 F28L mutant substrate;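 active means first-screen hits whose inhibition reached a set limit at any dose in the follow-up dose series; inconclusive means inhibition above the set first-screen limit but never retested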;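 further: fluorescence reports GDP produced by GAP-driven GTP hydrolysis; strong numbers were not always called active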
West Nile virus CPE: West Nile virus antiviral activity, cell-based, CPE readout (AID 1621); West Nile virus-infected cells, CPE inhibition; higher % means a stronger effect; one-dose CPE inhibition, % at 10 µM; IC50 in µM for titrated hits; actives 0.02% (n = 290,000); in the data active means a potency from the dose series; inconclusive means CPE inhibition mostly from about 3.7% at the one dose, without a potency; inactive means the rest, 99 in 100 with CPE inhibition below about 2.2%; further: strong numbers were not always called active
Dengue-2 NS5 capping: Dengue-2 NS5 methyltransferase inhibitors, primary screen, biochemical, confirmation dose response (AID 588689); Genome polyprotein (Dengue virus type 2 (strain 16681-PDK53)); Dengue-2 NS5 methyltransferase capping enzyme assay, biochemical; higher % means a stronger effect; inhibition, % at 25 µM; hits with a dose series show IC50 in µM; actives 0.3% (n = 340,000); in the data active means a potency from the dose series; inconclusive means inhibition above about 29% without an active follow-up result
AID2073: inhibitors of Mint1-CaV2.2 protein interaction, biochemical, HTRF (AID 2073) | Voltage-dependent N-type calcium channel subunit alpha-1B (Homo sapiens) | HTRF protein-protein interaction, Mint1-CaV2.2; higher % means a stronger effect | inhibition, % at 20 µM, or IC50 in µM where a hit was titrated | actives 0.19% (n = 290,000); in the data active means inhibition mostly above about 51%, no sharp cut-off; inconclusive means no clear call, values can overlap the other calls; inactive means mostly below about 53%; further: some results filed as inactive read as strong as hits
SV40 large T antigen: SV40 large T antigen inhibitors, biochemical (AID 1903) | SV40 large T antigen ATPase/helicase inhibition assay; higher % means a stronger effect | one-dose inhibition, % at 20 µM; IC50 in µM for titrated hits | actives 0.39% (n = 310,000); in the data active means a potency from the dose series; inconclusive means inhibition mostly from about 32% at the one dose, without a potency; inactive means the rest, 99 in 100 with inhibition below about 32%; further: strong numbers were not always called active
Siah-1 displacement: Siah-1 peptide-binding antagonists, primary screen, biochemical, fluorescence polarization, rhodamine-plectin, uHTS (AID 1817); E3 ubiquitin-protein ligase SIAH1 (Homo sapiens); Siah-1 / rhodamine-plectin peptide fluorescence polarization; higher % means a stronger effect; displacement, % at 20 µM, or IC50 in µM where a hit was titrated; actives 0.02% (n = 290,000);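 active means displacement of at least 50% at 20 µM, with a fluorescence ratio check between 0.3 and a set limit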;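 further: plate controls were Siah plus tracer with DMSO for no effect and tracer alone without Siah for full effect; strong numbers were not always called active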
NTR1 agonist cell count 20 µM: recorded beside NTR1 agonist, whose call it bears; cell count; measured here: cell count, cytotoxicity flag
* = called active by the depositor; [ ] = remark or other dose.

What do the screens show for `COc1ccc(C(=O)NCCNC(=O)c2cc(OCC(F)(F)F)ccc2OCC(F)(F)F)cc1`?
NTR1 agonist: 2.5; UTI89 phage lysis: 2.2%; MgcRacGAP inhibition: 12.4%; West Nile virus CPE: 0.1%; Dengue-2 NS5 capping: -4.5%; AID2073: 18.0%; SV40 large T antigen: 7.5%; Siah-1 displacement: -3.5%; NTR1 agonist cell count 20 µM: 42

How did CSC1=NC(C)N2C(SC)=NC(C)N12 (stereo unspecified) do in these assays?
NTR1 agonist: 1.2; UTI89 phage lysis: -0.4%; MgcRacGAP inhibition: 0.5%; West Nile virus CPE: 0.6%; Dengue-2 NS5 capping: -7.7%; AID2073: 22.7%; SV40 large T antigen: 1.6%; Siah-1 displacement: 2.0%; NTR1 agonist cell count 20 µM: 56

How did O=C(NCc1ccco1)c1cc(C(=O)C2CC2)c[nH]1 do in these assays?
NTR1 agonist: 1.0; RSV antiviral HEp-2: 1.7%; UTI89 phage lysis: 0.6%; MgcRacGAP inhibition: 4.0%; West Nile virus CPE: 0.2%; Dengue-2 NS5 capping: 0.0%; AID2073: -3.2%; SV40 large T antigen: -2.9%; Siah-1 displacement: -2.5%; NTR1 agonist cell count 20 µM: 79

Results for COc1cc(C)c(/C=C/C(C)=C/C=C/C(C)=C/C(=O)O)c(C)c1C ?
NTR1 agonist: -0.9; RSV antiviral HEp-2: inconclusive; UTI89 phage lysis: -3.1%; MgcRacGAP inhibition: -1.7%; West Nile virus CPE: 0.8%; Dengue-2 NS5 capping: 0.0%; SV40 large T antigen: 3.1%; NTR1 agonist cell count 20 µM: 60

Results for C[C@@]12C(=O)N(Cc3ccc(F)cc3)CC(=O)N1[C@H]1c3cc(Cl)ccc3OC[C@@H]1[C@@H]2c1ccccc1 ?
NTR1 agonist: 5.9; UTI89 phage lysis: 0.2%; MgcRacGAP inhibition: 8.2%; Dengue-2 NS5 capping: -5.9%; NTR1 agonist cell count 20 µM: 51

Results for CCN1CCN(C(=O)C2CCCN(S(=O)(=O)c3ccc(OC)c(OC)c3)C2)CC1 (stereo unspecified) ?
NTR1 agonist: -1.4; RSV antiviral HEp-2: 1.2%; UTI89 phage lysis: 0.1%; MgcRacGAP inhibition: 9.7%; West Nile virus CPE: -0.6%; Dengue-2 NS5 capping: 0.0%; AID2073: 15.3%; SV40 large T antigen: 10.0%; Siah-1 displacement: 4.3%; NTR1 agonist cell count 20 µM: 52

Results for CCC(=O)NCCc1nc2cc(NC(=O)c3ccc(OC)cc3)ccc2n1C ?
NTR1 agonist: 1.2; RSV antiviral HEp-2: 1.4%; UTI89 phage lysis: 0.4%; MgcRacGAP inhibition: 1.7%; West Nile virus CPE: 0.0%; Dengue-2 NS5 capping: -5.5%; AID2073: -2.3%; SV40 large T antigen: 10.4%; Siah-1 displacement: -3.1%; NTR1 agonist cell count 20 µM: 49

How did O=C(N1CCN(CCO)CC1)N1c2ccccc2CCc2ccccc21 do in these assays?
NTR1 agonist: -2.2; UTI89 phage lysis: 0.8%; MgcRacGAP inhibition: 9.5%; West Nile virus CPE: -0.2%; Dengue-2 NS5 capping: -1.5%; AID2073: 34.0%; SV40 large T antigen: 9.7%; Siah-1 displacement: -0.5%; NTR1 agonist cell count 20 µM: 56

What do the screens show for `CCOC(=O)C1CCCN(c2c(NCc3ccco3)c(=O)c2=O)C1` (stereo unspecified)?
NTR1 agonist: -0.8; RSV antiviral HEp-2: 0.6%; UTI89 phage lysis: -0.4%; MgcRacGAP inhibition: -0.7%; West Nile virus CPE: 0.2%; Dengue-2 NS5 capping: -1.4%; AID2073: -3.7%; SV40 large T antigen: -3.5%; Siah-1 displacement: 7.1%; NTR1 agonist cell count 20 µM: 68

Results for Cc1ccc(N=Cc2c(C)[nH]n(-c3nc4ccccc4[nH]3)c2=O)cc1 ?
NTR1 agonist: 0.9; RSV antiviral HEp-2: -0.8%; UTI89 phage lysis: 2.1%; MgcRacGAP inhibition: 1.4%; West Nile virus CPE: -0.2%; Dengue-2 NS5 capping: 0.0%; AID2073: -2.4%; SV40 large T antigen: 8.4%; Siah-1 displacement: 3.5%; NTR1 agonist cell count 20 µM: 60

Results for N#C/C(=C\c1cccc(Cl)c1)c1n[nH]c(Cn2cncn2)n1 ?
NTR1 agonist: -0.6; RSV antiviral HEp-2: 1.3%; UTI89 phage lysis: 0.6%; MgcRacGAP inhibition: 5.2%; West Nile virus CPE: 0.1%; Dengue-2 NS5 capping: -4.9%; AID2073: 9.5%; SV40 large T antigen: 5.6%; Siah-1 displacement: 6.2%; NTR1 agonist cell count 20 µM: 44

Results for CCOC(=O)c1ccc(N2C(=O)CC(C)(CC)CC2=O)cc1 ?
NTR1 agonist: -0.3; UTI89 phage lysis: 1.4%; MgcRacGAP inhibition: 12.1%; West Nile virus CPE: 0.2%; Dengue-2 NS5 capping: 1.5%; AID2073: 3.9%; SV40 large T antigen: 5.7%; Siah-1 displacement: -4.0%; NTR1 agonist cell count 20 µM: 54

What do the screens show for `Fc1ccc(NC(=S)NN2CCOCC2)cc1Cl`?
NTR1 agonist: 2.4; RSV antiviral HEp-2: 1.1%; UTI89 phage lysis: 3.8%[50 µM]; MgcRacGAP inhibition: 8.6%; West Nile virus CPE: -0.3%; Dengue-2 NS5 capping: 1.0%; AID2073: -3.6%; SV40 large T antigen: 9.6%; Siah-1 displacement: 2.2%; NTR1 agonist cell count 20 µM: 56

What do the screens show for `Cc1ccnc(N(C(=O)c2cccs2)C(=O)c2cccs2)c1`?
NTR1 agonist: -0.6; RSV antiviral HEp-2: -0.4%; UTI89 phage lysis: 0.1%; MgcRacGAP inhibition: 7.6%; West Nile virus CPE: 1.2%; Dengue-2 NS5 capping: -1.6%; AID2073: 15.3%; SV40 large T antigen: 14.8%; Siah-1 displacement: -1.9%; NTR1 agonist cell count 20 µM: 86

Results for NC(=O)Cn1cc(/C=N\NS(=O)(=O)c2ccc(F)cc2)c2ccccc21 ?
NTR1 agonist: 1.3; RSV antiviral HEp-2: 0.4%; UTI89 phage lysis: 0.0%; MgcRacGAP inhibition: 13.6%; West Nile virus CPE: -0.3%; Dengue-2 NS5 capping: 4.5%; AID2073: 0.1%; SV40 large T antigen: 25.4%; Siah-1 displacement: -2.9%; NTR1 agonist cell count 20 µM: 58

How did COC(=O)c1c(NC(=O)COC(=O)[C@@H](NS(=O)(=O)c2ccc(C)cc2)C(C)C)sc2c1CCC2 do in these assays?
NTR1 agonist: 4.1; RSV antiviral HEp-2: 22.3%; UTI89 phage lysis: 3.8%; MgcRacGAP inhibition: 4.9%; West Nile virus CPE: -1.2%; Dengue-2 NS5 capping: 1.8%; AID2073: 5.1%; SV40 large T antigen: 10.7%; Siah-1 displacement: -0.2%; NTR1 agonist cell count 20 µM: 37

How did COC(=O)c1ccc(OCC(=O)c2cccc(OC)c2)cc1 do in these assays?
NTR1 agonist: 0.2; RSV antiviral HEp-2: 2.1%; UTI89 phage lysis: 2.5%; MgcRacGAP inhibition: 4.0%; West Nile virus CPE: -0.2%; Dengue-2 NS5 capping: -2.2%; AID2073: -4.4%; SV40 large T antigen: 12.9%; Siah-1 displacement: -4.8%; NTR1 agonist cell count 20 µM: 60

Results for Cc1nc2sccc2c(=O)n1N ?
NTR1 agonist: -0.4; RSV antiviral HEp-2: -0.2%; UTI89 phage lysis: -0.4%; MgcRacGAP inhibition: -0.6%; West Nile virus CPE: 1.2%; Dengue-2 NS5 capping: -10.1%; AID2073: -3.7%; SV40 large T antigen: 6.3%; Siah-1 displacement: 2.1%; NTR1 agonist cell count 20 µM: 32

How did NC(=O)c1ccsc1NC(=O)c1ccc(S(=O)(=O)N2CCCc3ccccc32)cc1 do in these assays?
NTR1 agonist: 32.9; RSV antiviral HEp-2: 1.3%; UTI89 phage lysis: -0.2%; MgcRacGAP inhibition: 7.9%; Dengue-2 NS5 capping: -0.7%; AID2073: 0.0%; SV40 large T antigen: 8.6%; Siah-1 displacement: -9.3%; NTR1 agonist cell count 20 µM: 95

Results for CN(CC(=O)NC1CCCCC1)S(=O)(=O)c1ccc(Cl)cc1 ?
NTR1 agonist: 0.1; RSV antiviral HEp-2: -0.2%; UTI89 phage lysis: 0.7%; MgcRacGAP inhibition: 4.3%; West Nile virus CPE: 0.2%; Dengue-2 NS5 capping: -6.5%; AID2073: 8.4%; SV40 large T antigen: 7.4%; Siah-1 displacement: -1.9%; NTR1 agonist cell count 20 µM: 93

How did C=CCC(Nc1ccccc1)c1ccc(OC)c(OC)c1 (stereo unspecified) do in these assays?
NTR1 agonist: 1.7; RSV antiviral HEp-2: 2.5%; West Nile virus CPE: 0.0%; AID2073: -4.2%; SV40 large T antigen: 24.6%; Siah-1 displacement: 1.3%; NTR1 agonist cell count 20 µM: 54

Results for Cc1cccc(OCC(=O)NC(Cc2ccccc2)C(=O)O)c1 (stereo unspecified) ?
NTR1 agonist: -0.4; RSV antiviral HEp-2: 1.0%; UTI89 phage lysis: 1.3%[50 µM]; MgcRacGAP inhibition: 8.2%; West Nile virus CPE: 0.2%; Dengue-2 NS5 capping: 2.0%; AID2073: 5.1%; SV40 large T antigen: 1.1%; Siah-1 displacement: -1.4%; NTR1 agonist cell count 20 µM: 72

How did COc1c(Cl)cnn(-c2ccc(C)cc2)c1=O do in these assays?
NTR1 agonist: 0.6; RSV antiviral HEp-2: -0.1%; UTI89 phage lysis: -0.2%; MgcRacGAP inhibition: 11.3%; West Nile virus CPE: 1.8%; Dengue-2 NS5 capping: -4.8%; AID2073: -2.7%; SV40 large T antigen: 1.8%; Siah-1 displacement: -3.6%; NTR1 agonist cell count 20 µM: 50

How did CC(Sc1nncs1)C(=O)NCC(=O)Nc1ccc(F)c(F)c1F (stereo unspecified) do in these assays?
NTR1 agonist: -1.3; RSV antiviral HEp-2: 0.3%; UTI89 phage lysis: 0.4%; MgcRacGAP inhibition: 4.9%; West Nile virus CPE: 0.9%; Dengue-2 NS5 capping: 0.0%; AID2073: 3.7%; SV40 large T antigen: 12.0%; Siah-1 displacement: 8.1%; NTR1 agonist cell count 20 µM: 38

Results for O=C(/C=C/c1cccs1)N1CCC2(CC1)Oc1ccc(F)cc1C(=O)C21CC(c2ccccc2)=NO1 (stereo unspecified) ?
NTR1 agonist: 0.0; RSV antiviral HEp-2: -1.6%; UTI89 phage lysis: 3.6%; MgcRacGAP inhibition: 4.7%; West Nile virus CPE: -0.2%; Dengue-2 NS5 capping: -2.4%; AID2073: 9.5%; SV40 large T antigen: 8.3%; Siah-1 displacement: -4.7%; NTR1 agonist cell count 20 µM: 50
